# Assay outcomes as filed in PubChem BioAssay.
# Bim-Bfl-1: inhibitors of Bim-Bfl-1 interaction, human | Bead-based flow cytometry, Bim-Bfl-1 binding inhibition | AID 1008 | Q16548 | 190,000 tested, 0.12% active | inhibition, % at 10 µM;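 note: 0% = wells without compound plus tracer and 100% = blocker peptide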
# Mcl1 Noxa PPI: Mcl-1/Noxa interaction inhibition; inhibition, % at 21.7 µM; Q07820; 220,000 tested, 1.5% active; TR-FRET Mcl-1/Noxa peptide binding, 2 h; AID 1022;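 active = compounds that cut the protein-peptide binding signal by more than 50% relative to plate controls in a single-dose test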;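 note: His-tagged Mcl-1 with rhodamine Noxa BH3 peptide and terbium anti-His antibody; 0% = Mcl-1 plus Noxa peptide wells and 100% = peptide-only wells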
# Mcl1 Bid PPI: Mcl-1/Bid interaction inhibition | inhibition, % at 21.7 µM | TR-FRET Mcl-1/Bid-Dy647 peptide binding, 1536-well | 220,000 tested, 0.97% active | AID 1021 | Q07820;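 active = compounds that cut the binding signal by more than half at the single screening dose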;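 note: His-tagged Mcl-1 with europium anti-His antibody binding Bid BH3 peptide; 0% = Mcl-1 plus peptide wells and 100% = peptide-only wells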
# Bcl-XL Bim block: disrupts Bim peptide binding to human Bcl-XL; Q07817; bead flow cytometry, fluorescence; inhibition, % at 10 µM; 190,000 tested, 0.04% active; AID 1007
# Target sequence (Q07817 whole entry, looked up): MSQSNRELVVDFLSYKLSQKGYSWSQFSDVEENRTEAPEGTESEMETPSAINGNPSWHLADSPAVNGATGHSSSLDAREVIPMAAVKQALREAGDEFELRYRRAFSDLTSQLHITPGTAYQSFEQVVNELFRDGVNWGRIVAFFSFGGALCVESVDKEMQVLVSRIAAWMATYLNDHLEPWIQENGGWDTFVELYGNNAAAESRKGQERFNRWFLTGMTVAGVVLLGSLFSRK
# Mcl-1 Bim block: disrupts Bim peptide binding to human Mcl-1 | AID 1009 | Bead-based flow cytometry, Bim peptide-Mcl-1 binding | inhibition, % at 10 µM | 190,000 tested, 0.1% active;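 note: 0% = no compound tracer wells and 100% = peptide blocker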
# RGS4-Gao reg: modulates binding of RGS4 to human Galphao. P09471. Multiplexed bead flow cytometry; actives lie on both sides. binding response (% of control), % at 10 µM. 220,000 tested, 0.33% active. AID 1415; in the data active = binding response below about 49% or above about 150%; inactive = in between;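 note: fluorescent Galphao activated with aluminum fluoride binding bead-coupled RGS4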
# Target sequence (P09471 whole entry, looked up): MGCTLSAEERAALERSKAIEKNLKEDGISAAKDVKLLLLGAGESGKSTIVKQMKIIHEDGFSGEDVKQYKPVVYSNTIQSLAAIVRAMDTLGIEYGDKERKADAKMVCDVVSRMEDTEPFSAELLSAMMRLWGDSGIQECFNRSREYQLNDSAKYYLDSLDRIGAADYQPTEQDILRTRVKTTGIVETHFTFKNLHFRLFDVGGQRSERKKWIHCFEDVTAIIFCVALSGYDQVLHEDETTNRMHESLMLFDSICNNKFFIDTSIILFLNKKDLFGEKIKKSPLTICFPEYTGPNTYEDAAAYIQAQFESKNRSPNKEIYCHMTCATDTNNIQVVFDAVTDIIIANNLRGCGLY
# Bcl-W Bim block: disrupts Bim peptide binding to human Bcl-W. Q92843. bead-based flow cytometry. inhibition, % at 10 µM. 190,000 tested, 0.02% active;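 note: 0% = bound tracer without compound and 100% = peptide blocker; higher means less fluorescent Bim peptide bound to Bcl-W beads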
# Target sequence (Q92843 whole entry, looked up): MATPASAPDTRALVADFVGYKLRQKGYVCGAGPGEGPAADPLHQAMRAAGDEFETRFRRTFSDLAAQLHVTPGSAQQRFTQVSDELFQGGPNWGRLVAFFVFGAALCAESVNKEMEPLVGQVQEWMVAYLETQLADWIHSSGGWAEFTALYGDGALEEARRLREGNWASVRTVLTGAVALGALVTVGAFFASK
# RGS7-Gao: modulates binding of RGS7 to human Galphao | AID 1439 | Multiplexed bead flow cytometry; actives lie on both sides | 220,000 tested, 0.35% active | binding response (% of control), % at 10 µM; in the data active = binding response below about 49% or above about 150%; inconclusive = no clear call, values can overlap the other calls; inactive = in between;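 note: fluorescent Galphao held in activated GDP-AlF4 state binding bead-coupled RGS7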
# RGS8-Gao: regulators of human RGS8-Galphao interaction | P09471 | multiplexed bead flow cytometry, RGS8-Galphao binding; actives lie on both sides | response (percent of control binding), % at 10 µM | 220,000 tested, 0.34% active | AID 1423; in the data active = response below about 60% or above about 140%; inactive = in between;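 note: Galphao activated as the GDP aluminium fluoride complex binding bead-coupled RGS8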
# Bim-Bcl-B: human Bim-Bcl-B interaction inhibition; bead-based flow cytometry, Bim peptide-Bcl-B binding; inhibition, % at 10 µM; 190,000 tested, 0.073% active;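 note: 0% = tracer peptide without compound and 100% = reference inhibitor peptide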
# Bim-Bcl-2: disrupts Bim peptide binding to human Bcl-2; inhibition, % at 10 µM; Bead-based flow cytometry, Bim peptide-Bcl-2 binding; P10415; 190,000 tested, 0.06% active; in the data active = inhibition above about 40%; inconclusive = no clear call, values can overlap the other calls;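 note: 0% = no compound wells with probe peptide and 100% = reference peptide inhibitor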
# Target sequence (P10415 whole entry, looked up): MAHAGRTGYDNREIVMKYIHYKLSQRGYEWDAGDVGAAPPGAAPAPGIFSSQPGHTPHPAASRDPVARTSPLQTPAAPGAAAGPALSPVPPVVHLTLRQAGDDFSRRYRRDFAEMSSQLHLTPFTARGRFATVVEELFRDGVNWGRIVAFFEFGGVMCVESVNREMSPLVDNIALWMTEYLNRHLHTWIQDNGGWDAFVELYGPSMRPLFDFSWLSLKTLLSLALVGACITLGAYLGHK
# An asterisk follows results filed as active; ? = inconclusive; / = not tested or not shown; [ ] = dose if it differs, or a comment. Cut-off read from the data, not from the text of the source, unless noted: active = inhibition above about 40%.
SMILES,Bim-Bfl-1,Mcl1 Noxa PPI,Mcl1 Bid PPI,Bcl-XL Bim block,Mcl-1 Bim block,RGS4-Gao reg,Bcl-W Bim block,RGS7-Gao,RGS8-Gao,Bim-Bcl-B,Bim-Bcl-2
Cn1c(SCC(=O)c2ccc(F)cc2)nnc1-c1ccccn1,/,-10,-5,/,/,91,/,?,99,/,/
CCOC(=O)CC1CCCCN1Cc1nc(-c2ccc(F)c(OC)c2)oc1C (centres undefined),-8,0,-24,-7,0,99,-2,99,101,-7,-8
Cc1[nH]c(=O)[nH]c(=O)c1/C=C/C(=O)OCC(C)C,-3,4,-2,-5,-5,97,-4,95,99,-3,-4
Clc1cccc(CN2CCC(Cc3ccccc3)CC2)c1,-9,6,14,-12,-6,105,-6,101,105,-11,-8
COc1ccc(N(CCN2C(=O)c3ccccc3C2=O)C(=O)c2cccc([N+](=O)[O-])c2)cc1,-3,14,-12,-11,-4,101,-4,100,102,-12,-7
CC(C)CCN1C(=O)CCC1(C)C(=O)NC1CCCCCC1 (centres undefined),-2,-3,-22,-1,0,103,0,107,102,-3,-2
CCN(c1c(C)n(C)n(-c2ccccc2)c1=O)S(C)(=O)=O,-15,14,-3,-5,-2,100,-1,99,103,-14,-12
CSc1ccccc1NC(=O)Cn1c(-c2cscn2)nc2ccccc21,-14,-3,-3,-19,-3,103,-1,102,101,-12,-14
Cc1ccccc1OCC(=O)N/N=C/c1cccc(Oc2ccc([N+](=O)[O-])cc2[N+](=O)[O-])c1,-9,5,-2,-11,-6,103,-8,100,99,-6,-6
Cc1csc(Nc2cccc3ccccc23)n1,-5,21,-15,0,0,100,0,98,103,-5,0
Cc1nc(SCC(=O)N2CC(=O)Nc3ccccc32)nc(C)c1C,0,-3,-62,-3,0,99,-2,?,100,-17,0
Cc1ccc2cc(CCNC(=O)C(C)C)c(=O)[nH]c2c1C,-11,-4,6,-1,-3,107,2,110,106,-5,-6
O=C(/C=C/c1ccco1)Nc1ccc(S(=O)(=O)N2CCOCC2)cc1,-2,10,-20,0,0,98,-1,94,93,-6,0
CCOC(=O)c1cc(-c2ccccc2)sc1NC(=O)c1ccc(OC)cc1,22,3,0,-9,-4,94,-3,98,96,-41,0
COc1ccc(NC2c3ccccc3C(=O)N2c2cccnc2)cc1Cl (centres undefined),-1,-8,-31,-3,-3,95,-4,97,92,-4,-3
Cc1cc(NC(=O)c2sccc2C)n(-c2cccc(Cl)c2)n1,-6,-1,-53,9,-4,102,2,98,100,-4,-7
CCCc1cc(=O)[nH]c(SCc2cc(Cl)ccc2OC(F)F)n1,-5,-4,15,-4,0,103,-2,105,102,-4,-7
COc1ccc(C(=O)NNC(=O)c2ccccn2)cc1,1,0,-19,0,-2,96,-1,95,81,-3,1
O=C(c1c(O)c2ccccc2oc1=O)C1CCCCC1,-18,24,21,-8,-3,101,0,101,103,-10,-11
O=C(Cn1c(=O)oc2ccccc21)c1ccccc1,-18,17,2,-7,-5,100,0,96,101,-8,-10
CC(Sc1nnnn1C)C(=O)Nc1ccccc1-c1ccccc1 (centres undefined),-6,-3,4,0,1,105,1,105,101,-1,-2
Cc1nnc(NC(=O)c2ccc(S(=O)(=O)N3CCc4ccccc4C3)cc2)o1,-4,-99,-39,-2,-2,103,-4,101,101,-8,-5
COc1cc(NC(=O)CN2CCN(Cc3ccc4c(c3)OCO4)CC2)cc(OC)c1,-1,34,36,-4,-1,100,-5,102,103,0,0
Cc1ccccc1-c1nnn(CC(=O)c2ccc(S(=O)(=O)N3CCCC3)cc2)n1,-17,-6,2,-6,-3,103,-1,102,101,-12,-13
Cc1cc(-c2c(C(=O)N3CCOCC3)c(C)nn2-c2ccccc2)no1,/,-1,-12,/,/,103,/,?,101,/,/
COc1cc(NC(=O)c2cnn3c(C)cc(C)nc23)c(OC)cc1Cl,9,21,-8,0,2,94,3,98,97,-2,2
O=C(c1n[nH]c(=O)c2ccccc12)N1CCN(C2c3ccccc3-c3ccccc32)CC1,-2,-1,8,-1,-4,98,-1,101,100,-1,-2
CC(C)Cn1cc(C(=O)NCCCN2CCCC2=O)c2c3ccccc3n(C)c2c1=O,0,/,/,0,1,98,0,102,100,-2,3
COc1cc(-c2nnc(CSc3nnc4nc(C)cc(C)n34)o2)cc(OC)c1OC,-6,2,3,-1,-2,108,1,105,108,-3,0
O=C(CSc1nnnn1-c1ccccc1)c1ccco1,-8,-18,-19,-5,0,107,-1,103,105,-13,-5
OCC#Cc1cnc2ccccc2c1,-8,12,-10,2,0,99,-1,97,100,-5,-8
CC1CCN(S(=O)(=O)N2CCC(C(=O)NCc3cccnc3)CC2)CC1,/,8,-17,/,/,101,/,?,103,/,/
CC(C)C[C@H](N)c1nnc(SCc2ccc(Cl)cc2)o1,/,18,3,/,/,111,/,?,107,/,/
COc1ccc(CCNC(=O)CN(c2ccccc2OC)S(C)(=O)=O)cc1OC,-11,2,-23,-13,-5,105,-2,103,104,-5,-3
CN(Cc1cccnc1)Cc1cn(C)nc1-c1ccc(Oc2ccccc2)cc1,-6,-11,-22,-4,-3,93,-3,95,104,-8,-2
O=C(O)C1C2CCC(C2)C1C(=O)NCCC1=CCCCC1 (centres undefined),-2,6,-3,-7,-6,107,-5,104,108,-6,-3
Nc1nc(CN2CCCCC2)cs1,-2,-5,44,0,-4,110,0,110,118,0,-2
Cc1ccccc1Cn1nc(C)c(NC(=O)/C=C/c2cnn(C)c2C)c1C,0,-1,-7,-6,-4,102,-4,100,101,-7,-2
CCn1c(=O)n(CC(=O)Nc2cc(OC)c(OC)c(OC)c2)c(=O)c2ccccc21,-8,6,7,-3,0,103,1,100,101,-4,-6
CC(C)C(=O)NC(=S)Nc1ccccc1C(F)(F)F,-19,1,-9,-4,-3,100,-1,102,101,-7,-10
CC12CCC(C1)C(C)(C)C2OC(=O)c1ccccc1C(=O)O (centres undefined),/,-3,-2,/,/,155*[activator],/,?,128,/,/
Cc1cc2c(cc(C(=O)OCC(=O)NCc3ccco3)n2C)s1,0,30,-20,-2,-2,104,-1,106,102,-4,-1
CC(Sc1nnc(NCc2ccccc2)s1)C(=O)Nc1ccc2c(c1)C(=O)c1ccccc1C2=O (centres undefined),2,26,-42,10,37,98,6,104,95,8,3
CNC(=O)NC(=O)CSc1nnc(-c2ccco2)n1Cc1ccccc1,-3,-1,-5,0,1,99,0,98,99,0,-4
COCC(C)n1c(SCC(=O)NNC(=O)c2ccccc2)nc2ccccc2c1=O (centres undefined),-7,-6,-20,-6,-2,103,-7,98,100,-3,-7
CCOC(=O)c1[nH]c2ccc(OC)cc2c1NC(=O)c1nonc1C,-10,-1,-11,-12,2,99,3,98,97,-6,-7
COc1ccc(CCNC(=O)C2CC(=O)N(CCc3ccccc3)C2)cc1OC (centres undefined),-4,7,-33,0,2,98,-4,103,98,-5,1
Cc1ccc(/C([O-])=C(/C(=S)NCc2ccco2)[n+]2ccccc2)cc1[N+](=O)[O-],9,29,-72,0,0,95,1,?,96,-14,1
Cc1cccc(C)c1NC(=O)COC(=O)c1ccccc1[N+](=O)[O-],-4,14,-18,2,0,102,0,97,100,0,-1
Cc1ccccc1N1C(=O)C(Oc2ccc(Cl)cc2)C1CNCCCOC(C)C (centres undefined),-2,2,-33,-5,-5,101,-3,108,106,-3,-3
Cc1ccc(S(=O)(=O)N2CCC(=O)N(CCOC(=O)NCc3ccccc3)CC2)cc1,0,-3,-7,-1,2,101,1,96,101,-3,-1
Nc1ccc(C(=O)OCC(=O)NC2CC2)cc1[N+](=O)[O-],-2,15,-6,-2,0,99,-1,102,102,-3,-2
CCCSc1nc2cc(C)c(C)cc2n1CC(C)O (centres undefined),-7,1,-55,-6,-1,101,-1,?,100,-6,-2
CC(=O)Nc1ccc(S(=O)(=O)NC2(C(F)(F)F)C(=O)Nc3c2c(=O)[nH]c(=O)n3Cc2ccccc2)cc1 (centres undefined),-14,-55,-92,-6,-2,98,-3,98,100,-7,-4
COc1cccc(C(=O)Nc2ccc(S(=O)(=O)NCc3ccco3)cc2)c1,-11,-6,-20,-10,-4,101,-2,98,99,-13,-9
Cc1ccc(NC(=S)NCCSc2ccc(Cl)cc2)cc1,-1,13,-40,2,1,104,1,101,102,0,1
CCCCn1c(N)c(N(CC)C(=O)CSc2nnnn2-c2cc(C)ccc2C)c(=O)[nH]c1=O,-4,-15,-17,-6,-3,102,-2,98,105,-5,-3
CCOC(=O)c1ccc(-c2n[nH]c(=O)c3ccccc23)cc1,-8,-26,-8,0,4,98,1,92,99,-5,-2
N/C(COc1cccc(Cl)c1)=N\O,/,-27,6,/,/,104,/,?,102,/,/
Cc1cccc(NC(=O)NCc2ccccn2)c1,4,8,3,-5,-2,112,-3,111,125,0,18

# Later entries:
SMILES,Bim-Bfl-1,Mcl1 Noxa PPI,Mcl1 Bid PPI,Bcl-XL Bim block,Mcl-1 Bim block,RGS4-Gao reg,Bcl-W Bim block,RGS7-Gao,RGS8-Gao,Bim-Bcl-B,Bim-Bcl-2
CC(C)(C)NC(=O)C(c1ccco1)N(Cc1ccc(F)cc1)C(=O)c1snc(C(N)=O)c1N (centres undefined),-2,13,6,-1,-2,102,-1,96,101,-2,-1
O=[N+]([O-])c1ccc(Cl)cc1Sc1ccccn1,0,-9,-1,-3,0,101,-1,103,97,0,0
Cc1nc2cc3nc(C)sc3cc2s1,7,5,2,-3,0,92,0,98,95,-13,0
CSc1ccc(C2Nc3ccccc3-c3cc(C)nn32)cc1 (centres undefined),-17,3,-27,-7,-4,96,-5,100,101,-9,-10
COc1cc2[nH]c3c(=O)n(CCN4CCCCC4)cnc3c2cc1OC,-1,12,-20,-1,0,96,-2,99,100,0,-3
COc1ccc([N+](=O)[O-])cc1NC(=S)NC(NC(=O)C(c1ccccc1)c1ccccc1)C(Cl)(Cl)Cl (centres undefined),-10,-168,-46,4,-2,94,0,97,96,-7,-9
Cc1ccc(-n2c(Cc3cccn3C)nnc2SCC(=O)Nc2nnc(C)s2)cc1,5,-9,-30,9,3,99,11,92,102,14,9
COc1cccc(OC)c1C(=O)Nn1c(C2CCC2)nc2ccccc2c1=O,0,-7,1,-1,-2,106,1,106,109,0,-3
FC(F)(F)c1cc(Oc2ccccc2)nc(-c2ccccn2)n1,-18,14,-16,-7,-3,99,-1,99,100,-9,-9
CC(=O)c1sc(N2CCOCC2)nc1-c1ccccc1,-7,-6,-12,-2,0,100,1,97,104,-1,0

# RGS4-Gao reg: what is marked active above.
SMILES,Bim-Bfl-1,Mcl1 Noxa PPI,Mcl1 Bid PPI,Bcl-XL Bim block,Mcl-1 Bim block,RGS4-Gao reg,Bcl-W Bim block,RGS7-Gao,RGS8-Gao,Bim-Bcl-B,Bim-Bcl-2
CC12CCC(C1)C(C)(C)C2OC(=O)c1ccccc1C(=O)O (centres undefined),/,-3,-2,/,/,155*[activator],/,?,128,/,/

# Arranged by the number under Bcl-W Bim block (smallest number first): 3 from the list above
SMILES,Bim-Bfl-1,Mcl1 Noxa PPI,Mcl1 Bid PPI,Bcl-XL Bim block,Mcl-1 Bim block,RGS4-Gao reg,Bcl-W Bim block,RGS7-Gao,RGS8-Gao,Bim-Bcl-B,Bim-Bcl-2
CC(C)(C)NC(=O)C(c1ccco1)N(Cc1ccc(F)cc1)C(=O)c1snc(C(N)=O)c1N (centres undefined),-2,13,6,-1,-2,102,-1,96,101,-2,-1
Cc1nc2cc3nc(C)sc3cc2s1,7,5,2,-3,0,92,0,98,95,-13,0
CC(=O)c1sc(N2CCOCC2)nc1-c1ccccc1,-7,-6,-12,-2,0,100,1,97,104,-1,0
